Rv3671c protease = inhibits the M. tuberculosis serine protease Rv3671c. P9WHR9. inhibition, % at 5.96 µM. actives 0.048% (n = 320,000); in the data active = inhibition above about 38%;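 note: extracellular domain of Rv3671c used as enzyme; 0% = enzyme with DMSO and 100% = no enzyme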
Target sequence (P9WHR9 whole entry, looked up, the tested form may be a part): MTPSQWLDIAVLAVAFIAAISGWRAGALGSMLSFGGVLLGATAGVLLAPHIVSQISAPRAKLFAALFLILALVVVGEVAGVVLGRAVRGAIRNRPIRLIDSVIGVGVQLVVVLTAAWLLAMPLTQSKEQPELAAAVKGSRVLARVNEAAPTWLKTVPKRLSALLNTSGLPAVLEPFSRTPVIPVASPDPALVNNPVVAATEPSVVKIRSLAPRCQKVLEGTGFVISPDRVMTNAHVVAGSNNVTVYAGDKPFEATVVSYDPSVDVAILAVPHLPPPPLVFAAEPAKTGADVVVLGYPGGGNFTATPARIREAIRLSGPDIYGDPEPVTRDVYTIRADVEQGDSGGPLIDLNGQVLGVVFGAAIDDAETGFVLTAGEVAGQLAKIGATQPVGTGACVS
Mtb UGM inh = blocks M. tuberculosis UGM enzyme. P9WIQ1. purified UGM, fluorescence polarization probe displacement. inhibition, % at 10 µM. actives 0.06% (n = 320,000). AID 504406; in the data active = inhibition above about 10%, passing the limit was not always enough; inconclusive = no clear call, values can overlap the other calls
Target sequence (P9WIQ1 whole entry, looked up): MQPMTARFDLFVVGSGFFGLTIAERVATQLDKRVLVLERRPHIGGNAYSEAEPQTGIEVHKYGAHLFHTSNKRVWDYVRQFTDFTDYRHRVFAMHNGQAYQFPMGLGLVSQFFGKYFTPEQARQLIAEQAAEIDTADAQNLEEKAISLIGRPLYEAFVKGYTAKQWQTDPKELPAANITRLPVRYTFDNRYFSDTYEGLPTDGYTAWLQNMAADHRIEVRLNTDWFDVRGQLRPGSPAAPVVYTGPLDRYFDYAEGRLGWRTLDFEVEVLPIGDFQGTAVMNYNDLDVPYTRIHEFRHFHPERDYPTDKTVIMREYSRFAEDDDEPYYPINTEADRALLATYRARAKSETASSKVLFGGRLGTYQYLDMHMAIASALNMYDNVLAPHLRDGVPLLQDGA
FBA Mtb inh = inhibitors of M. tuberculosis fructose-bisphosphate aldolase; P9WQA3; purified M. tuberculosis FBA, fluorescence read-out; actives 2.3% (n = 360,000); inhibition, % at 1 µM; in the data active = inhibition above about 27%;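 note: 0% = vehicle and 100% = reference inhibitor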
FadD28 FP inh = M. tuberculosis FadD28 bisubstrate binding inhibition | FadD28 bisubstrate probe binding, fluorescence polarization | inhibition, % at 12.5 µM | actives 0.22% (n = 360,000) | AID 588549; in the data active = inhibition above about 8.5%, passing the limit was not always enough; inconclusive = no clear call, values can overlap the other calls
DUSP3 inh = DUSP3 (human) phosphatase inhibition; recombinant VHR phosphatase, pNPP absorbance; actives 0.52% (n = 290,000); AID 1654; inhibition, % at 13.3 µM; in the data active = inhibition above about 50%; note: some compounds called inactive have numbers as strong as hits
Target sequence (P51452 whole entry, looked up): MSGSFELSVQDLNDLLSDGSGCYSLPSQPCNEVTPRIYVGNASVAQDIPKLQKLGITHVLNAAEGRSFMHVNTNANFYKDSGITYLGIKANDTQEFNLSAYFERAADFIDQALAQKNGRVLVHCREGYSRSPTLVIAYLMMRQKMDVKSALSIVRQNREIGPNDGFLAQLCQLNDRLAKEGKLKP
MazEF act = MazEF (E. coli) toxin RNase activation | P0AE70 | FAM/BHQ RNA-DNA oligo cleavage fluorescence, 5 h | activation, % at 20 µM | actives 0.32% (n = 350,000); in the data active = activation above about 50%
BioA inh = inhibitors of Mycobacterium tuberculosis BioA enzyme | inhibition, % at 9.99 µM | purified M. tuberculosis BioA enzyme, plate reader | actives 0.096% (n = 360,000) | AID 602481; in the data active = inhibition above about 40%; inconclusive = no clear call, values can overlap the other calls
CCHFV vOTU inh = CCHFV vOTU protease inhibition. actives 0.55% (n = 370,000). Pep-AMC fluorescence. AID 651958. inhibition, % at 11.5 µM; note: 0% = vehicle wells with enzyme and 100% = no enzyme wells
GDH-TPI inh = GDH-TPI coupled enzyme inhibition counter-screen. GDH-TPI coupled enzyme counterscreen, NADH absorbance. inhibition, % at 4.8 µM. actives 1.2% (n = 360,000). AID 588335;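 note: 0% = DMSO wells and 100% = wells lacking the enzyme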
BoNT F protease = inhibitors of Botulinum neurotoxin F light chain protease. inhibition, % at 10 µM. Multiplex microsphere protease cleavage assay, flow cytometry. actives 0.22% (n = 360,000). AID 588497; in the data active = inhibition above about 35%, passing the limit was not always enough; inconclusive = no clear call, values can overlap the other calls; note: plate controls were buffer without enzyme for full effect and enzyme alone for no effect
Starred values were filed as active, the others as inactive; ? = inconclusive; / = no result given; + = active, no number. Cut-off read from the data, not from the text of the source, unless noted: active = inhibition above about 30%; inactive = the rest.

Fields: GDH-TPI inh	BoNT F protease	FBA Mtb inh	BioA inh	DUSP3 inh	CCHFV vOTU inh	MazEF act	Rv3671c protease	FadD28 FP inh	Mtb UGM inh
1. COc1ccc(Cl)cc1-c1nc(SCC(=O)NC(C)C(C)C)n[nH]1 (stereo not given)
→ -5	0	0	-5.0	11	4	-2	-1	-3.2	0.3
2. O=C(CSc1nnnn1-c1cccc2ccccc12)N1CCOCC1
→ -6	4	5	-1.1	-5	1	3	2	-2.5	0.2
3. NC(=O)CSC1=N/C(=C\c2ccco2)C(=O)N1c1ccc(OC(F)F)cc1
→ 11	0	3	/	41	5	6	3	-1.8	1.4
4. COc1ccc(/C=C2/C(=O)N=C(N)N2C)cc1OC
→ 24	-4	-1	1.0	9	9	-5	2	-0.4	-0.1
5. O=C(NCCNC(=O)c1ccccc1)c1ccccc1
→ 1	3	1	-1.8	13	2	8	3	-0.3	1.1
6. Cc1cccc(C)c1NC(=O)[C@@]1(CC(=O)O)CC(/C=C/c2ccccc2)=NO1
→ 8	4	1	-2.2	2	-16	3	/	1.6	4.2
7. Cc1c(NC(=O)C(C)Oc2cccc(Cl)c2)c(=O)n(-c2ccccc2)n1C (stereo not given)
→ -1	-2	-1	-1.1	/	-7	-3	0	-1.3	/
8. Cc1cccc2c(CCN)c[nH]c12
→ -6	-12	0	-0.7	15	-2	2	18	-0.7	-1.6
9. CC(C)c1nnc(NC(=O)CCC(=O)NC2CCCCCC2)s1
→ 2	-4	2	-2.0	2	1	-3	-3	-2.2	-0.4
10. CCCn1nc2cc(C(=O)NCc3ccccc3)ccc2c1OCC
→ -3	2	57*	-0.2	-28	-60	7	2	-2.3	2.2
11. COc1ccc(-c2[nH]ncc2CN2CCCOc3c(cccc3OC)C2)c(OC)c1
→ 5	-5	-1	1.2	39	-7	0	-7	-2.4	1.5
12. Cc1nc2sc(C(c3ccc(F)cc3)N3CCN(C(=O)c4ccco4)CC3)c(O)n2n1 (stereo not given)
→ 6	3	-1	1.7	18	7	0	-7	-1.2	1.7
13. C#Cc1ccc(CN2CCC(Oc3ccc(C(=O)NCc4ccccn4)cc3)CC2)cc1
→ 2	1	-2	-0.3	2	-4	-5	-3	-1.2	-1.2
14. CCC(C)NS(=O)(=O)c1ccc(NC(=O)c2c(-c3ccccc3)noc2C)cc1 (stereo not given)
→ 7	-15	3	1.0	-8	-5	6	-12	-2.5	-1.2
15. CCOc1cc(CNCCCN2CCOCC2)cc(Br)c1OCC(=O)Nc1cccc(C(F)(F)F)c1
→ -9	-12	-3	2.5	32	-3	25	-12	-7.9	-1.5
16. Cc1[nH]c(C)c(S(=O)(=O)Nc2ccc(F)cc2Cl)c1C(=O)N1CCCC1
→ -6	-5	-4	0.0	49	17	2	-1	-1.1	1.0
17. O=C(Nc1ccccn1)c1ccc(S(=O)(=O)N2CCCC2)cc1
→ 0	0	-1	/	/	-2	2	-1	0.1	4.0
18. O=c1c2sccc2nc(SCc2cc(=O)n3cc(Cl)ccc3n2)n1-c1ccc(F)cc1
→ 0	-5	0	11	22	-9	-10	3	-2.5	-2.0
19. Cc1cccn2c(=O)c3cc(S(=O)(=O)c4ccccc4)c(=N)n(Cc4ccc(F)cc4)c3nc12
→ 6	8	3	0.2	5	2	-16	-5	-3.0	1.3
20. c1ccc(OCc2nc(-c3ccncc3)no2)cc1
→ -4	3	3	-1.2	-7	-5	5	4	-1.8	0.8
21. Cc1cc(C)nc(NS(=O)(=O)c2ccccc2)n1
→ 2	-6	2	/	24	-10	-6	4	-1.7	-1.5
22. COC(=O)c1cc(OC)c(OC)cc1NCC(=O)Nc1ccc(OC)c(OC)c1
→ 12	-5	6	/	8	-8	1	2	0.4	0.0
23. CC12CCC3C(CC=C4CC(O)CCC43C)C1C/C(=C\c1cccc(F)c1)C2=O (stereo not given)
→ 8	-4	3	0.5	40	13	-16	-6	0.4	-1.4
24. O=C(c1ccc(CS(=O)Cc2ccc(Cl)cc2)o1)N1CCN(c2ccccc2F)CC1 (stereo not given)
→ 12	3	1	1.8	-4	10	7	-9	-2.2	-0.9
25. CCOc1ccccc1C1NC(=O)c2ccccc2O1 (stereo not given)
→ 4	-13	5	-1.5	5	5	-21	2	-2.2	0.5
26. CCc1ccc(OCc2n[nH]c(=S)n2Cc2ccccc2)cc1
→ 1	-4	-5	1.2	-14	8	3	1	-1.7	0.8
27. CSCCC(NC(N)=O)C(=O)Nc1cccc(C#N)c1 (stereo not given)
→ 8	2	0	/	6	-2	-10	6	-5.7	1.0
28. CCc1nnc(NC(=O)CCC(=O)N2CCN(Cc3ccc(C)cc3C)CC2)s1
→ 3	2	0	0.6	56*	5	3	0	-1.4	0.2
29. COc1cc2sc(C)nc2cc1C
→ 5	-1	4	/	20	-13	-6	-10	-0.8	0.8
30. O=c1[nH]c(SCc2ccccc2)nc2c1sc1ccccc12
→ 2	-1	5	/	40	9	13	-5	-2.7	-1.9
31. O=C(CCNC(=O)c1ccccc1Cl)Nc1ccc2c(c1)OCCO2
→ 10	6	4	-2.5	/	5	5	/	-0.7	/
32. CCOC(=O)C1=C(N)Oc2cc(O)ccc2C1c1cccc(Cl)c1 (stereo not given)
→ 4	/	3	0.0	-8	6	5	-3	-2.7	0.6
33. Cc1ccccc1OCC(=O)N/N=C/c1c(C)nn(-c2ccccc2)c1Cl
→ 1	-3	1	/	-8	-12	2	-11	-3.1	-1.0
34. CCOc1ccccc1C1CC(c2cccs2)=NN1S(C)(=O)=O (stereo not given)
→ 8	-48	-1	/	17	20	5	-6	-6.8	-0.1
35. Cc1cc(O)ccc1Nc1nc(-c2cccnc2)cs1
→ 17	2	1	0.0	5	-10	-34	/	-1.9	0.4
36. O=C(NCCC1=CCCCC1)C1CCN(c2nnc(-n3cccc3)s2)CC1
→ 0	5	-3	1.3	11	-2	6	9	-2.9	3.7
37. CCOC(=O)C1=C[C@@H](C(C)(C)C)N(S(=O)(=O)c2ccc(OC)cc2)[C@H]1c1ccccc1
→ /	3	-3	-1.3	/	22	/	/	-0.9	/
38. Cc1cc(C(=O)NNC(=O)C(C)NS(=O)(=O)c2ccccc2F)c(C)o1 (stereo not given)
→ -1	/	1	-1.8	/	12	-1	-1	-0.4	-0.6
39. O=c1c(Cl)c(NCCO)ncn1-c1ccccc1
→ 16	-2	-1	/	22	-3	4	6	-1.7	1.7
40. CN(C(=O)COC(=O)CNC(=O)c1ccccc1Cl)c1ccccc1
→ 6	1	0	/	-11	9	4	3	-3.5	-1.0
41. CCC(C)(C)NC(=O)/C=C/c1cnc2ccccc2n1
→ 13	3	1	/	0	26	-3	4	-0.9	-2.5
42. NS(=O)(=O)c1ccc(CNc2ncnc3sccc23)cc1
→ -8	-3	1	1.5	5	-2	11	-1	-2.7	0.6
43. CC(OC(=O)c1cc[n+]([O-])cc1)C(=O)Nc1ccc(Cl)cn1 (stereo not given)
→ -3	-10	0	0.6	-3	-1	0	2	-1.0	0.8
44. CCN1/C(=C2/SC(=S)N(NC(C)=O)C2=O)Sc2ccccc21
→ 7	-17	-11	-8.3	-7	10	7	/	-2.8	2.1
45. Cc1ccc2c(CN3C(=O)NC4(CCCCC4)C3=O)cc(=O)oc2c1C
→ 18	5	2	/	12	-13	-8	-3	-0.1	0.8
46. Cc1nn(CC(=O)NC2CCS(=O)(=O)C2)c(C)c1[N+](=O)[O-] (stereo not given)
→ 3	-7	-1	-4.3	/	18	-6	3	-0.6	-1.5
47. COc1ccccc1C(=O)N(Cc1nc(-c2ccc(Cl)cc2)no1)C(C)C
→ 7	-3	0	1.5	-18	8	-2	8	-3.2	-1.1
48. Cc1ccc(C(=O)Nc2ccccc2N2CCCCC2)cc1
→ -3	?	1	-1.6	43	2	-3	1	/	1.3
49. Cc1csc(=S)n1-c1ccccc1
→ 6	1	-2	0.0	24	-9	3	4	0.6	-1.4
50. N#CC(CC(=O)OCc1ccccc1)NC(=O)OCc1ccccc1 (stereo not given)
→ 4	2	-1	-0.4	/	1	4	/	-0.4	/
51. CCc1ccc(-c2nc(C(N)=O)c3[nH]c(=O)n(-c4ccccc4OC)c3n2)cc1
→ 10	1	4	-0.8	34	7	26	-5	-0.6	0.4
52. O=c1oc2ccccc2c(=O)c2ccccc12
→ 9	2	-2	0.5	/	3	0	/	-2.7	/
53. Cn1c(=O)c2c(nc(OC3CCCC3)n2C)n(C)c1=O
→ 7	-7	-2	-0.4	/	1	4	/	-4.4	/
54. COc1ccc2cc(C#N)c(Nc3cccc(F)c3)nc2c1
→ 11	-1	4	/	2	-2	13	-7	-0.3	-0.5
55. O=C(NCC1CCCO1)c1cccc(S(=O)(=O)Nc2ccc(F)cc2)c1 (stereo not given)
→ -1	-3	3	-0.3	/	2	3	12	-1.3	2.4
56. O=C(O/N=C(\c1ccccc1)c1ccccn1)c1ccc(Cl)c(Cl)c1
→ -2	-7	4	/	-8	4	11	-16	-1.0	1.8
57. Cc1ccc(-c2nc(CS(=O)(=O)CC(=O)NC3CCC(C)CC3)c(C)o2)cc1 (stereo not given)
→ -3	-4	0	-0.7	-6	16	-4	-9	-2.5	-0.8
58. Cc1ccc(NC(=O)CN(C)C(=O)Nc2ccc(C)cc2)cc1
→ -3	5	0	0.8	-12	5	11	-3	-2.2	-3.1
59. COc1cccc(N2CCN(C(=O)c3cc4c(OC)c(OC)c(OC)cc4[nH]3)CC2)c1
→ -8	2	1	0.1	26	14	10	-5	-2.7	-0.1
60. NC(=O)c1c(-c2cccs2)csc1N
→ /	/	/	/	3	/	36	13	/	-1.5
61. O=C(COc1ccccc1)Nc1cccc(-c2nn[nH]n2)c1
→ 3	-1	0	0.6	6	-3	5	3	-3.8	0.1
62. O=[N+]([O-])c1cc(-c2ccccc2)cc([N+](=O)[O-])c1O
→ 8	-1	-11	4.7	/	6	-4	/	2.4	/
63. Nc1ccc2nc(-c3ccccc3)[nH]c2c1
→ 21	-30	+	-1.1	5	-319	8	-1	-1.8	1.5

Profiles, looked up by structure:
COc1ccc2cc(C#N)c(Nc3cccc(F)c3)nc2c1 across the screens: GDH-TPI inh = 11; BoNT F protease = -1; FBA Mtb inh = 4; BioA inh = /; DUSP3 inh = 2; CCHFV vOTU inh = -2; MazEF act = 13; Rv3671c protease = -7; FadD28 FP inh = -0.3; Mtb UGM inh = -0.5
O=C(NCC1CCCO1)c1cccc(S(=O)(=O)Nc2ccc(F)cc2)c1 (stereo not given) across the screens: GDH-TPI inh = -1; BoNT F protease = -3; FBA Mtb inh = 3; BioA inh = -0.3; DUSP3 inh = /; CCHFV vOTU inh = 2; MazEF act = 3; Rv3671c protease = 12; FadD28 FP inh = -1.3; Mtb UGM inh = 2.4

From PubChem
